TRHR enhancer = qHTS for Small Molecule Agonists and Allosteric Enhancers of Human TRH Receptor: Primary Screen for Enhancers | actives 0.66% (n = 360,000) | Thyrotropin-releasing hormone receptor (Homo sapiens), P34981 | TRHR cells, fluo-8 calcium fluorescence, EC20 TRH enhancement | enhancement, % at 2 µM; in the data active means enhancement above about 30%; further: 0% is about no effect
Target sequence (P34981 whole entry, looked up): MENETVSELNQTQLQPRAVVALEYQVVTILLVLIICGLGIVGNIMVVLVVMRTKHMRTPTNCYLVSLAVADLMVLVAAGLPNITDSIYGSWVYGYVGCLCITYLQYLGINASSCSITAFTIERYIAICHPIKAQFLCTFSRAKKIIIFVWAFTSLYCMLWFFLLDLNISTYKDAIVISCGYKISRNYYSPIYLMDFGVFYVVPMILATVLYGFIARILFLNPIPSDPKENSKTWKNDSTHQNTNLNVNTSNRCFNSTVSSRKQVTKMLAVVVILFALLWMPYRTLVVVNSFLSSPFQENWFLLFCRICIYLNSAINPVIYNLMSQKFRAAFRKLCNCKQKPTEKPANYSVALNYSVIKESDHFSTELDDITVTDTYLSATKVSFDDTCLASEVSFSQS
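TRHR-expressing cells loaded with fluo-8 calcium dye were read kinetically (ex 480/em 530) during compound addition, then stimulated with an EC20 of TRH (10 nM final). Enhancement of the Gq-mediated intracellular calcium response was scored.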
D1 antagonist = Antagonist of Human D 1 Dopamine Receptor: qHTS; D(1A) dopamine receptor (Homo sapiens), P21728; HEK293 TREx D1 cells, calcium flux, dopamine EC80; active compounds read low; activity change, negative = inhibition, % at 10 µM; actives 3.2% (n = 360,000); AID 504652, 2011; in the data active means activity change below about -30%; further: on the % scale 0 is the no-effect control and ±100 the full control effect
Target sequence (P21728 whole entry, looked up): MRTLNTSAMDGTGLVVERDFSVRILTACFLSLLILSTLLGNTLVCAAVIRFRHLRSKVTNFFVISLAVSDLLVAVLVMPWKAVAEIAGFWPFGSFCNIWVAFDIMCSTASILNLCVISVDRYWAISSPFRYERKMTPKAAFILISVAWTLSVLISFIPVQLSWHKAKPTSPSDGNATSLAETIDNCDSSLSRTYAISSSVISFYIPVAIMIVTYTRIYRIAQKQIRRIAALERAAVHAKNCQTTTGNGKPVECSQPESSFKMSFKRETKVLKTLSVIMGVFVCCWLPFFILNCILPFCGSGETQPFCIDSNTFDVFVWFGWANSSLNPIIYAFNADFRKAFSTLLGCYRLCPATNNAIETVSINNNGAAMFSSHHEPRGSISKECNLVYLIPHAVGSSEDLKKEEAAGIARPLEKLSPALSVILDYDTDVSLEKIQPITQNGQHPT
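Tetracycline-induced HEK293 T-REx cells with force-coupled D1 receptor were loaded with a no-wash calcium dye. Compound was added after a 10 s baseline and read kinetically for 180 s; EC80 dopamine was then added and calcium flux followed another 180 s.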
D2 antagonist = HTS Assay for Allosteric Antagonists of the Human D2 Dopamine Receptor: Primary Screen for Antagonists; inhibition, % at 10 µM; HEK293 TREx D2 cells, calcium flux, dopamine EC80; actives 2% (n = 340,000); D(2) dopamine receptor (Homo sapiens), P14416; in the data active means inhibition above about 30%; further: 0% is about no effect
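Calcium mobilization kinetics were recorded at 1 s intervals in tetracycline-induced HEK293 T-REx D2 cells, first for 180 s after compound addition and then 180 s after EC80 dopamine.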
D2 ag = HTS Assay for Allosteric Agonists of the Human D2 Dopamine Receptor: Primary Screen for Agonists; activation, % at 2 µM; HEK293 T-REx D2 cells, calcium flux agonist mode; D(2) dopamine receptor (Homo sapiens), P14416; actives 0.53% (n = 340,000);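 active means activation over 3 SD above normal in the single-dose calcium agonist read, cut at about 30% in these data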; further: 0% is about no effect
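Tetracycline-induced HEK293 T-REx cells with force-coupled D2 receptor, plated overnight at 30 C, loaded with no-wash calcium dye. After a 10 s baseline, compound was pin-added and calcium flux read kinetically for 180 s; calcium rises flagged agonists.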
D1 PAM = Potentiators of Human D1 Dopamine Receptor: qHTS; actives 0.036% (n = 360,000); HEK293 TREx D1 cells, calcium flux, dopamine EC20 potentiation; D(1A) dopamine receptor (Homo sapiens), P21728; potentiation, % at 10 µM; in the data active means potentiation above about 30%; further: 0% is about no effect
RXFP1 antag = qHTS Assay for Antagonists of the Relaxin Receptor RXFP1; HEK293-RXFP1, relaxin-stimulated cAMP HTRF, 30 min; active compounds read low; activity change, negative = inhibition, % at 57.5 µM; actives 0.59% (n = 350,000); AID 1259400, 2018;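 active means activity change of -60% or lower, but not beyond a set lower limit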; further: on the % scale 0 is the no-effect control and ±100 the full control effect
TRHR ag = qHTS for Small Molecule Agonists and Allosteric Enhancers of Human TRH Receptor: Primary Screen for Agonists. actives 0.18% (n = 360,000). activation, % at 2 µM. Thyrotropin-releasing hormone receptor (Homo sapiens), P34981. TRHR cells, calcium flux fluo-8, FDSS agonist mode. AID 493084, 2011; further: 0% is about no effect
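Steps: seed TRHR cells overnight; add fluo-8 no-wash Ca dye, RT 30 min–1.5 h; record 10 s baseline; pin-transfer compounds; monitor fluorescence 1 cycle/s for the agonist window. Calcium increases flag candidate agonists.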
D1 ag = Allosteric Agonists of the Human D1 Dopamine Receptor: qHTS. HEK293 T-REx D1 cells, calcium flux, agonist mode. activation, % at 2 µM. actives 1% (n = 360,000). AID 504660, 2011; further: 0% is about no effect
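Agonism was scored from calcium flux recorded over 180 s (1 read/s) after pintool compound addition, following a 10-cycle baseline. Cells were inducible force-coupled HEK293 TREx D1, plated overnight at 30 C and loaded with no-wash calcium dye.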
D2 PAM = HTS Assay for Positive Allosteric Modulators of the Human D2 Dopamine Receptor: Primary Screen for Potentiators; D(2) dopamine receptor (Homo sapiens), P14416; HEK293 T-REx D2, calcium flux, EC20 dopamine potentiation; potentiation, % at 10 µM; actives 0.34% (n = 340,000); AID 485347, 2010;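 active means potentiation over 3 SD above the plate norm, cut at about 30% in these data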; further: 0% is about no effect
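Primary screen. Calcium kinetics in induced HEK293 T-REx D2 cells: compound pre-addition 180 s, EC20 dopamine, 180 s more.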
Active calls of the source: *; . = no result given. Unless noted, no stated cut-off is given here; in the data, active means activation above about 30%; inactive means the rest. Rows are unselected; any-hit rate near 7.3%.

canonical_smiles	TRHR enhancer	D1 antagonist	D2 antagonist	D2 ag	D1 PAM	RXFP1 antag	TRHR ag	D1 ag	D2 PAM
Cc1ccc(C(=O)CSc2nc3cc(C(=O)NC4CCCC4)ccc3c(=O)n2CC2CCCO2)c(C)c1 (configuration not stated)	14	-6	.	0.6	-1	.	0.2	5	-5
CCN(Cc1ccccc1)C(=O)COc1ccccc1	-3	-1	-4	-1.1	4	-6	-0.2	2	0
O=C(CN1CCN(Cc2ccc(F)cc2)C1=O)NCc1ccccc1Cl	-4	-20	.	-0.7	-2	.	-1.5	1	-3
O=C1CC(/C=C/c2ccc(Cl)cc2)=Nc2ccccc2N1	1	-17	-10	1.9	-2	-3	4.7	3	11
O=C(CNCc1ccccc1Cl)NCc1ccco1	3	-16	-8	-0.6	2	-4	-1.8	3	-3
CCOc1ccc(/C(=N\O)C(C)NO)cc1 (configuration not stated)	-2	5	9	0.1	2	17	0.4	0	-17
Clc1ccc(-c2nnc(-c3ccc(Br)cc3)c(N3CCSCC3)n2)cc1	5	4	15	0.2	4	-1	-0.5	3	-10
CC1CCCCN1S(=O)(=O)c1ccc(C(=O)N(CCCN(C)C)c2nc3cc4c(cc3s2)OCO4)cc1 (configuration not stated)	5	-8	-9	3.6	-5	-27	1.9	11	-3
Cc1nn(C)cc1CNC(=O)Nc1ccc(Cl)cc1	2	5	15	0.3	1	-4	0.1	4	-1
Cc1ccc(C(=O)N(Cc2nc3ccccc3c(=O)[nH]2)C2CCCC2)cc1	-2	7	-20	-1.7	-2	-7	-0.1	11	-14
CC(C)Cn1cc(NC(=O)N2CCN(c3ccccc3F)CC2)c2ccccc2c1=O	-8	-5	.	6.1	-7	.	-0.5	-1	.
Cc1ccc(C(C(=O)NC2CCCCC2)N(CCC(C)C)C(=O)CNC(=O)c2ccco2)o1 (configuration not stated)	-6	6	-8	0.0	8	-3	-0.9	9	1
CC12CCC(C(=O)NCc3ccccc3Cl)(C(Br)C1=O)C2(C)C (configuration not stated)	11	0	1	-1.6	-2	9	-0.8	4	-1
CC(Sc1ccc(Br)cc1)C(N)=O (configuration not stated)	0	-1	-4	-2.9	-3	9	-1.2	2	18
COC(=O)c1ccc(NC(=O)CCNS(=O)(=O)c2cccc3nsnc23)cc1	-7	13	.	-0.1	-1	.	-0.2	0	5
Cc1cc(C)c(NC(=O)CCN2CCCCC2)c(C)c1	3	21	.	0.6	0	-1	0.5	0	-2
CCOc1ccccc1C(=O)NCC(=O)Nc1ncccc1C	-9	6	23	-0.4	2	5	0.6	-2	5
C/C(N)=C(/C#N)C(=O)COC(=O)CNS(=O)(=O)c1ccc2ccccc2c1	-3	-14	7	-0.6	-8	-23	-0.4	2	-5
Cc1cc(C)c(C(=O)CN2C(=O)C(=O)N(C3CCCC3)C2=O)cc1C	2	4	-6	0.3	2	1	0.3	3	2
CC(C)OCCCN(CC(O)c1ccccc1)CC(O)c1ccccc1 (configuration not stated)	7	-14	-9	-1.4	0	1	-1.0	1	0
Cc1ccc(CNC(=O)CCNC(=O)c2ccco2)cc1	-2	8	-7	0.3	-2	2	0.1	0	3
CSc1cccc(NC(=S)N2CCC(N(C)C3CCCC3)CC2)c1	-3	16	7	0.6	4	-4	0.7	1	-17
COc1ccc(C2CC2/C(C)=N/OC(=O)c2ccc(F)cc2)cc1 (configuration not stated)	-1	-6	-5	-0.4	-2	-12	-0.6	5	23
Cc1cc(C)c2c(n1)sc1c(N3CCN(C)CC3)ncnc12	5	-5	3	0.7	6	9	0.6	2	4
COc1ccc(C2Nc3ccccc3NC3=C2C(=O)CC(C)(C)C3)cc1O (configuration not stated)	3	-17	3	-0.4	2	-2	0.2	7	3
COC(=O)c1ccc(CNC(=O)COC(=O)C2CC3C=CC2C3)cc1 (configuration not stated)	4	16	-29	-0.4	-8	-4	0.0	4	9
CC(C)Oc1cc(N)c(Cl)cc1Cl	-4	1	-12	1.0	-1	10	0.0	3	0
CC(NC(=O)c1c(Cl)cnn1C)C1CCCO1 (configuration not stated)	-1	-4	-7	0.9	-3	13	0.3	1	-9
COc1ccc(NC(=O)CS(=O)c2ccc(F)cc2)cc1 (configuration not stated)	3	-4	5	0.2	0	3	-0.1	0	10
Cn1ccnc1Sc1ccc(/C=N/NC(=O)c2ccccc2O)cc1[N+](=O)[O-]	3	-3	2	2.4	-5	21	-0.1	2	4
C=CCNC(=O)C1CC(=O)N(c2ccc(OCC(=O)N3CCCC3)cc2)C1 (configuration not stated)	7	15	24	-0.9	10	-1	1.2	0	-2
CCOc1ccc(CCNC(=O)c2nn(C)c3c2CSc2ccc(C)cc2-3)cc1OCC	1	-12	.	.	0	-20	0.5	2	0
COCc1nnc(SCC(=O)NC(C)c2ccccc2)n1-c1ccccc1 (configuration not stated)	5	0	-4	0.1	-3	-16	0.6	3	3
COc1ccc(-c2oc3ccccc3c2C#Cc2cncn2C)cc1	-5	.	-6	-0.5	-5	.	-0.3	0	7
COc1cc2c(cc1OC)C(COc1ccc(C(C)C)cc1)N(C(=O)COc1ccccc1)CC2 (configuration not stated)	7	-10	.	0.3	-2	.	0.6	7	-7
CCOc1cc(C(C(=O)NCC2CCCO2)N(C(=O)Cn2nnc3ccccc32)c2ccccc2C)ccc1O (configuration not stated)	-8	7	27	0.0	1	-3	-0.1	1	3
O=C(O)C1CCN(c2ccc(S(=O)(=O)N3CCC(C(=O)O)CC3)cc2[N+](=O)[O-])CC1	14	11	4	0.1	-1	-3	1.0	4	5
COc1nnc(-c2ccc(N3CCOCC3)c(NC(=O)C3CCCCC3)c2)c2ccccc12	8	-3	-7	0.4	8	9	0.0	1	7
COc1ccc(Cn2c(=O)[nH]c3cc(C(=O)N4CCN(c5ccc(C(C)=O)cc5)CC4)ccc3c2=O)cc1	-7	-21	1	-1.1	-6	28	0.1	1	-2
CCn1c(SCC(=O)NC(C)(C)C)nc(O)cc1=O	-6	3	-23	-1.1	-3	0	0.5	2	6

Profiles, quoted from the list.
`CCn1c(SCC(=O)NC(C)(C)C)nc(O)cc1=O` as listed: TRHR enhancer: -6; D1 antagonist: 3; D2 antagonist: -23; D2 ag: -1.1; D1 PAM: -3; RXFP1 antag: 0; TRHR ag: 0.5; D1 ag: 2; D2 PAM: 6
`COc1ccc(Cn2c(=O)[nH]c3cc(C(=O)N4CCN(c5ccc(C(C)=O)cc5)CC4)ccc3c2=O)cc1` as listed: TRHR enhancer: -7; D1 antagonist: -21; D2 antagonist: 1; D2 ag: -1.1; D1 PAM: -6; RXFP1 antag: 28; TRHR ag: 0.1; D1 ag: 1; D2 PAM: -2
`COc1ccc(-c2oc3ccccc3c2C#Cc2cncn2C)cc1` as listed: TRHR enhancer: -5; D1 antagonist: .; D2 antagonist: -6; D2 ag: -0.5; D1 PAM: -5; RXFP1 antag: .; TRHR ag: -0.3; D1 ag: 0; D2 PAM: 7

Further entries.
canonical_smiles	TRHR enhancer	D1 antagonist	D2 antagonist	D2 ag	D1 PAM	RXFP1 antag	TRHR ag	D1 ag	D2 PAM
OCCNCc1cc(Br)ccc1OCc1ccccc1	5	3	19	0.6	-10	.	1.3	14	-29
CCN1CCC(N(Cc2ccc(F)cc2)C(=O)Nc2cc(C)ccc2C)CC1	10	-6	.	1.6	5	-15	0.7	-1	-13
O=C1c2ccccc2C(=O)N1CCSc1nncs1	-6	-24	-22	-0.2	-2	1	-0.4	1	0
COc1ccc(C(=O)C2CCCN(Cc3cnc(N4CCCC4)s3)C2)cc1OC (configuration not stated)	4	16	7	0.4	3	-6	0.6	1	-10
Cc1ccc(Cn2c(CNC(=O)c3ccccc3Br)nc3cccnc32)cc1	0	-2	.	-0.1	0	13	1.8	1	-5
CC(C)(C)NC(=O)c1ccc2c(c1)C1C3CCC(C3)C1C(c1ccccc1)N2 (configuration not stated)	-4	11	-2	0.3	9	-37	1.3	0	-4
COc1ccc(CCNC(=O)CCCCn2c(=O)c3ccccc3n(Cc3ccc(F)cc3Cl)c2=O)cc1OC	-15	-3	.	-0.3	2	.	-1.2	-2	.
S=C(Nc1ccc(Nc2ccccc2)cc1)NN1CCOCC1	9	7	-4	0.8	0	-22	-0.1	2	6
O=c1c2cn[nH]c2nc(SCc2cccc(Br)c2)n1-c1ccc(Cl)cc1	3	-28	.	-0.3	0	9	0.3	0	15
COCCN1C(=S)N[C@@H](c2ccccc2)C(C(=O)OC)=C1C	-4	7	.	.	-3	.	0.5	1	.
CCOC(=O)c1sc(=S)n(C)c1NC(=O)c1cccc(Br)c1	-5	-18	7	-1.6	-6	-6	-0.5	24	6
COc1ccc(CNC(=O)c2ccc(CS(=O)Cc3cccc(Cl)c3)o2)cc1 (configuration not stated)	2	21	-6	0.3	-2	-14	-0.4	0	-3
Cc1ccc(-c2nnn(CC(=O)N(CCCO)C(C(=O)NC3CCCC3)c3ccc(F)cc3)n2)o1 (configuration not stated)	8	7	-12	0.1	0	-3	-0.2	3	-13
CCOc1ccccc1NC(=O)Cn1c(=O)n(CC(=O)NCc2ccccc2Cl)c(=O)c2sccc21	-3	3	.	0.0	-1	1	2.5	2	16
CCOc1cc(N2CCOCC2)c(OCC)cc1NC(=O)COC(=O)CCn1c(C)csc1=O	-7	-19	8	-0.4	-4	-3	-0.3	1	-11
Cc1[nH]c(=O)c(C#N)c(C)c1Cc1ccc(Cl)cc1Cl	0	-62*	8	-0.8	6	-1	-1.5	0	10
COc1ccc(CC(=O)n2[nH]c(=O)ccc2=O)cc1OC	6	7	12	0.6	-1	-1	1.0	1	-3
COc1ccc(-c2[nH]c3ccccc3c2SCCNC(=O)c2ccccc2)cc1	6	6	-3	-0.1	-4	-3	-0.7	0	-2
CCNc1nc(SCC(=O)Nc2ccccc2)nc(N2CCOCC2)n1	1	-3	1	-0.7	5	-9	-0.5	1	0
COc1ccc(CCN(C)C(=O)CN2C(=O)NC3(CCCc4ccccc43)C2=O)cc1OC (configuration not stated)	-7	7	1	0.1	7	-23	-0.1	1	9

From PubChem BioAssay
